Bioassay records as filed in PubChem.
Vif-A3F inh: blocks the Vif interaction with APOBEC3F. 390,000 compounds, 0.2% hits. Potency, µM (titrated, usually from 46.1 µM), for inactives: top-dose activity, negative = active. HeLa A3F-eYFP + Vif (tagged APOBEC3F with the HIV-1 protein that degrades it), YFP fluorescence increase; note: potency is the fitted concentration of half-maximal effect; % of control where 0% means no effect; nearly all actives have a fitted effect of over 65% in size
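HeLa cells stably expressing A3F-eYFP plus Vif, plated and incubated overnight at 37 deg C, then exposed to compounds overnight at 37 deg C. Blocked degradation read as raised yellow fluorescence (Ex 488/Em 500-530).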
D1 agonist: agonists of human D1 dopamine receptor; P21728; HEK293 T-REx D1 cells, calcium flux, agonist mode; activation, % at 2 µM; 360,000 compounds, 1% hits; AID 504660; in the data active = activation above about 30%; note: 0% is about no effect
Target sequence (P21728 whole entry, looked up): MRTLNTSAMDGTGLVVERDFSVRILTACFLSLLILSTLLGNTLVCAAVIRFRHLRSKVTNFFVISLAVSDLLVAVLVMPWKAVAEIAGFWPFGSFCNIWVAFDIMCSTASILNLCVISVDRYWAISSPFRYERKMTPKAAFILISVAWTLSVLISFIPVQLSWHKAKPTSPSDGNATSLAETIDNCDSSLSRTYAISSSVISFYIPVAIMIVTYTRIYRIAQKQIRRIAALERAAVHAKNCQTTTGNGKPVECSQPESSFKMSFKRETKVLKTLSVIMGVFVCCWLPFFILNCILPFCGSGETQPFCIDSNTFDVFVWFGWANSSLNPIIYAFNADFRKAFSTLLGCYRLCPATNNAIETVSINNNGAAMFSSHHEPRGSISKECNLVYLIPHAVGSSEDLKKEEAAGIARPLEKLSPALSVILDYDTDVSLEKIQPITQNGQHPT
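Agonism was scored from calcium flux recorded over 180 s (1 read/s) after pintool compound addition, following a 10-cycle baseline. Cells were inducible force-coupled HEK293 TREx D1, plated overnight at 30 C and loaded with no-wash calcium dye.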
D1 antagonist: blocks dopamine activation of the human D1 receptor; P21728; HEK293 TREx D1 cells, calcium flux, dopamine EC80; active compounds read low; activity change, negative = inhibition, % at 10 µM; 360,000 compounds, 3.2% hits; AID 504652; in the data active = activity change below about -30%; note: % is set by controls: 0 for no effect and ±100 for the full control effect
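Calcium flux readout: force-coupled, inducible Hek293 Trex D1 line, cells induced overnight at 30 C with tetracycline, dye-loaded 30–90 min at RT. Antagonism scored against EC80 dopamine challenge given 180 s after compound.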
RXFP1 agonist: activates the human relaxin receptor RXFP1 | Potency, µM (series often up to 57.5 µM), inactives show at the highest dose activation, hits mostly activators | Q9HBX9 | HEK293T-RXFP1 cAMP TR-FRET, 30 min; response scale: percent of porcine relaxin response, buffer zero | 370,000 compounds, 0.3% hits; note: potency is the fitted concentration of half-maximal effect; % is set by controls: 0 for no effect and ±100 for the full control effect; nearly all actives have a fitted effect of over 60% in size; many of its hits are not listed in these tables
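Agonist response is measured as cAMP accumulation in an RXFP1-transfected HEK293T line under PDE4 inhibition. Values are scaled between buffer-only and 29 nM porcine relaxin, and EC50s come from standard Hill equation fits.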
D2 potentiator: positive allosteric modulators of human D2 dopamine receptor; P14416; HEK293 T-REx D2, calcium flux, EC20 dopamine potentiation; potentiation, % at 10 µM; 340,000 compounds, 0.34% hits; AID 485347;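 active = potentiation over 3 SD above the plate norm, cut at about 30% in these data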; note: 0% is about no effect
Target sequence (P14416 whole entry, looked up): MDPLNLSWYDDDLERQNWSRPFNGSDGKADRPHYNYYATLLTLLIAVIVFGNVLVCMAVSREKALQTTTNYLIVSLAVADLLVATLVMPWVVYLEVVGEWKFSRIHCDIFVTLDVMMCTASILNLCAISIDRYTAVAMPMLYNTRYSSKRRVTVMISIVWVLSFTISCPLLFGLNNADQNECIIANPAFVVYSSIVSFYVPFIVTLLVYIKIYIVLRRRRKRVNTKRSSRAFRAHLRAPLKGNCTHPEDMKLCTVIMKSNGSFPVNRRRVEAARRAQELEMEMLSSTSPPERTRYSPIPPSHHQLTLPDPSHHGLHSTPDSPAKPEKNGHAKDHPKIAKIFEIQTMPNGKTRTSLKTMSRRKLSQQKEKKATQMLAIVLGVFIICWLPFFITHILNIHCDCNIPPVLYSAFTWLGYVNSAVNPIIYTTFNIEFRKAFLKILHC
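Using a no-wash calcium dye in inducible, force-coupled HEK293 Trex cells expressing D2, we tracked fluorescence each second for 180 s after compound, then for 180 s after EC20 dopamine to detect augmented signalling.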
RXFP1 antagonist: antagonists of human relaxin receptor RXFP1. HEK293-RXFP1, relaxin-stimulated cAMP HTRF, 30 min; active compounds read low. activity change, negative = inhibition, % at 57.5 µM. 350,000 compounds, 0.59% hits;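 active = activity change of -60% or lower, but not beyond a set lower limit; inconclusive = change between -60% and -40%, or beyond the set limit; inactive = change above -40%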; note: % is set by controls: 0 for no effect and ±100 for the full control effect
D1 potentiator: enhances dopamine response at the human D1 receptor; P21728; AID 504651; 360,000 compounds, 0.036% hits; HEK293 TREx D1 cells, calcium flux, dopamine EC20 potentiation; potentiation, % at 10 µM; in the data active = potentiation above about 30%; note: 0% is about no effect
Glioma ERSR ind: ER stress response induction in glioma; U87-MG GRP78 promoter luciferase reporter, 16 h; Potency, µM, for the others: at the highest dose activation, usual class: activators; 420,000 compounds, 0.02% hits; note: potency is the fitted concentration of half-maximal effect; series mostly up to about 76 µM; % of control where 0% means no effect; nearly all actives have a fitted effect of over 35% in size
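Stably transfected U87-MG glioma cells carrying a GRP78-based luciferase sensor; 16 h compound incubation. Luminescence end-point read 10 min after Bright-Glo addition at room temperature.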
Vif-A3G inh: blocks the Vif interaction with human APOBEC3G; Q9HC16; HeLa A3G-eYFP + Vif (tagged APOBEC3G with the HIV-1 protein that degrades it), YFP fluorescence, overnight; Potency, µM (series often up to 46.1 µM), without a hit: at the top dose activity, negative = active, usual class: inhibitors; 410,000 compounds, 0.076% hits; AID 602310;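 note: potency is the fitted concentration of half-maximal effect; % is set by controls: 0 for no effect and ±100 for the full control effect; nearly all actives have a fitted effect of over 60% in size; hits raise eYFP signal because A3G escapes Vif-driven loss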
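HeLa cells stably expressing Vif and C-terminally eYFP-tagged A3G, seeded overnight at 37 deg C, then exposed to compound by pintool overnight at 37 deg C. Rise in yellow fluorescence (Ex 488/Em 500-530, Acumen) marks blocked Vif-driven A3G degradation.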
* = called active by the depositor; ? = inconclusive; / = no result given; & = joins results of further samples. Unless noted, calls come from the whole dose curve; as a rule, active = well fitted curve in the direction sought with a large enough effect; inconclusive = small, poorly fitted or top-dose-only effect, or another doubt; inactive = no such curve, though single readings can be large; an effect the other way counts as inactive or inconclusive.

SMILES	Vif-A3F inh	D1 agonist	D1 antagonist	RXFP1 agonist	D2 potentiator	RXFP1 antagonist	D1 potentiator	Glioma ERSR ind	Vif-A3G inh
CC(NC(=O)C1CCN(S(=O)(=O)N2CCCCCC2)CC1)c1ccccc1 (stereo not given)	1%	13	-24	-0.4%	1	-4	-8	-5%	2%
Nc1nc(Nc2ccc(Cl)cc2Cl)nc(C(F)(F)F)n1	0%	-2	17	-0.4%	1	-13	-4	?	-9%
Fc1cccc(F)c1-c1nc(-c2ccncc2)no1	6%&-1%	0&3	-11&5	0.3%&-0.5%	3&4	6&4	3&2	1%&3%	1%&0%
CC(C)C[C@H](NC(=O)OC(C)(C)C)C(=O)N1CCC(C(=O)N[C@@H](Cc2ccccc2)C(=O)O)CC1	-9%	0	-10	0.1%	-9	-5	-2	-4%	2%
CCCCCC(=O)Nc1cccc(C2=NOC3(C2)C[C@@H](C(N)=O)N(C(=O)C2(C)CC2)C3)c1 (stereo not given in full)	3%	0	0	0.0%	8	/	-3	-1%	2%
CCOc1ccc(NC(=O)COc2coc(CN3CCc4ccccc4C3)cc2=O)cc1	-3%	5	1	-1.7%	14	-7	1	-1%	-3%
CN1/C(=C\P(=O)(N(C)C)N(C)C)C(C)(C)c2ccccc21	-2%	8	-37*	0.0%	6	1	-3	-4%	3%
CC(C)C(=O)NC(=S)Nc1c(Cl)ccc2nsnc12	5%	1	6	6.1%	-2	-22	8	-3%	-2%
O=C(Cc1ccc(Cl)cc1)N1CCN(c2ccccc2)CC1	-5%	14	2	-3.4%	/	5	-8	5%	-1%
O=c1c2ccccc2[nH]c(=S)n1Cc1ccccc1Cl	0%	1	-2	5.2%	-7	-30	-1	-10%	-10%
Cc1ccc(SC(C)C(=O)N2CCN(c3ccccc3)CC2)cc1 (stereo not given)	-1%	0	-13	3.1%	2	8	-11	-4%	-3%
O=C(COc1ccccc1)NCCSCc1ccc(Cl)cc1	-1%	4	-13	0.4%	-11	-5	-7	5%	-1%
CCOC(=O)CNC(=O)C1Cc2ccccc2CN1S(=O)(=O)c1cccs1 (stereo not given)	-8%	-1	-4	-0.1%	4	2	4	-5%	1%
O=C(c1nc2ccccn2c1CNCCCn1ncc2ccccc21)N1CCCC1	-3%	2	-5	1.9%	-27	-7	8	-3%	1%
Cc1cccc(-n2c3nc(=O)[nH]c(=O)c-3cc3c(C)nn(-c4ccccc4)c32)c1C	6%&2%	0&2	21&-12	14%&5.3%	-9&12	/	-2&-1	-2%&-3%	-5%&2%
O=S(=O)(c1ccc(Br)cc1)c1nc(-c2ccccc2)oc1NCCN1CCOCC1	5%	1	-1	-1.9%	-15	-31	2	-3%	1%
CC(=O)c1cccc(NC(=O)Nc2cnn(Cc3ccc(F)cc3)c2)c1	/	-1	25	0.4%	5	/	6	/	/
CCn1c(=O)n(CC(=O)Nc2cc(OC)ccc2OC)c(=O)c2ccccc21	7%	0	-15	1.8%	2	-12	-4	0%	-1%
CCOC(=O)c1cnn2c(C(F)(F)F)cc(-c3cn(C)nc3C)nc12	/	2	-7	2.4%	8	10	-7	-1%	1%
O=C(NN1C(=O)C2C3C=CC(C3)C2C1=O)c1ccncc1 (stereo not given)	2%	1	10	-0.2%	5	-9	10	-5%	1%
COc1ccc2c(c1)c(=O)c(C(=O)c1ccc(C)cc1)cn2Cc1ccccc1F	2%	4	6	1.4%	8	-16	4	-2%	-26%
COc1ccc(OCC(O)CN2CC(C)OC(C)C2)cc1 (stereo not given)	2%	3	-7	-1.3%	-8	16	-3	-2%	-5%
COC(=O)c1cccc(NC(=O)NC(=O)c2ccc(Cl)cc2)c1	-8%	5	-16	5.6%	-6	-15	-1	-6%	-7%
O=C(CCn1cccc1)Nc1ccccc1F	1%	4	1	-0.1%	0	0	-7	1%	3%
NS(=O)(=O)c1ccc(NC(=O)c2cccc(Cl)c2)cc1	0%	3	-14	-0.3%	-1	4	-2	8%	2%
COc1cc(C(=O)NC(=S)NC(C)C)cc(OC)c1OC	-12%	6	-8	3.2%	5	-3	-2	1%	-9%
Cc1ccc(NC(=O)C(C)N2C(=O)C3C4CC(C(Br)C4Br)C3C2=O)cc1 (stereo not given)	2%	3	-2	0.5%	-4	-8	0	0%	1%
COc1ccccc1CNC(=O)c1n[nH]c2ccccc12	5%	1	-4	1.2%	8	-6	-5	6%	2%
Cc1nnc(NCc2ccc(F)cc2)c2c1nnn2Cc1ccccc1Cl	-1%	2	3	0.2%	3	-11	-1	-3%	-1%
O=C(CC(=O)c1ccccc1)Nc1cccc([N+](=O)[O-])c1	6%	/	/	/	/	-4	/	5%	-6%
Cc1csc(SCC(=O)Nc2ccc(C)c(S(=O)(=O)N(C)C)c2)n1	1%	/	/	/	/	2	/	-3%	1%
N/C(=N\OC(=O)CC(c1ccccc1)c1ccccc1)c1cccnc1	-3%	3	20	3.3%	5	-15	12	0%	-24%
COc1ccc(C)cc1Nc1nc2ccccc2c2nnc(C)n12	2%	0	2	-1.7%	0	3	-1	-2%	0%
COc1cc(/C=C/c2ccc(/C=C/c3cc(OC)c(OC)c(OC)c3)cc2)cc(OC)c1OC	0%	/	/	/	/	-6	/	-6%	-11%
CC1(C)CC(=O)C(C(c2cccc([N+](=O)[O-])c2)C2C(=O)CC(C)(C)CC2=O)C(=O)C1	0%	1	-7	0.0%	-9	-3	-7	-4%	0%
CSc1ccccc1NC(=O)c1cc(-c2ccc3c(c2)OCO3)on1	14%	4	-10	3.2%	-1	13	0	0%	-2%
c1ccc(CCNCCCOc2cccc3ccccc23)cc1	1%	50*	15	0.7%	1	-95*	-5	-2%	0%
O=C(CCc1nc(-c2ccccc2)no1)NCc1ccccc1CN1CCOCC1	-2%	2	0	-0.2%	8	-1	-1	-1%	-11%
CCOCCCN(Cc1ccco1)S(=O)(=O)c1csc(C(N)=O)c1	-7%	1	-50*	0.7%	-2	-9	-9	-5%	-8%
CCOC(=O)C(NCc1ccco1)(NC(=O)c1ccc(OC)cc1)C(F)(F)F (stereo not given)	2%	/	/	1.1%	/	-6	/	-4%	2%
C=CCNC(=O)c1oc2ccc(S(=O)(=O)N(CC)CC)cc2c1C	-10%	4	7	2.1%	7	2	-2	-4%	-7%
Cc1cc(C)c2c(c1)cc(C)c1nnc(SCC(=O)Nc3cc(C)on3)n12	-3%	1	-4	0.7%	-2	1	-2	0%	?
CCOC(=O)c1c(C)c(C(=O)Nc2ccc3c(c2)OCCO3)c(C)n1C	1%	-2	-9	0.8%	-12	6	-3	2%	?
Fc1ccccc1Cn1nnc2c(-n3ccnc3)ncnc21	-2%	3	5	3.2%	2	-6	-4	3%	0%
NC(=O)[C@@H]1CCCNc2c(I)cc([N+](=O)[O-])cc2C(=O)N[C@@H](CO)C(=O)NCC(=O)N1	-3%	-1	7	0.5%	-2	/	-3	-3%	0%
Cc1cccc(C(=O)NC(=S)NNC(=O)c2ccccc2Cl)c1	-7%	301*	-35*	2.7%	6	-7	-4	?	-2%
CCOC(=O)C(NC(=O)CC(C)C)(Nc1sc2c(c1C(N)=O)CCCC2)C(F)(F)F (stereo not given)	-4%	0	4	0.8%	17	-9	-1	-4%	1%
COc1ccc(NC2CCCN(C(=O)CSc3ccncc3)C2)cc1 (stereo not given)	?	3	44	-0.4%	2	2	-8	-5%	0%
CCN(CC)S(=O)(=O)c1ccc(NC(=O)CO/N=C(\N)c2ccccc2)cc1	1%	6	7	1.3%	-3	-6	-7	-3%	-1%
O=c1[nH]c(CN2CCN(S(=O)(=O)c3ccccc3C(F)(F)F)CC2)nc2sc3c(c12)CCCC3	-13%	8	19	-1.8%	1	-29	2	-3%	-1%
Cc1nnc(SC(C)C(=O)NC2CCCCC2C)n1N (stereo not given)	8%	4	3	-1.7%	-3	30	3	1%	4%
CCCCNC(=O)/C(=C/c1ccco1)NC(=O)c1ccco1	-2%	3	-5	-1.6%	-9	-1	0	-3%	0%

Full records from above. Screens in order: Vif-A3F inh, D1 agonist, D1 antagonist, RXFP1 agonist, D2 potentiator, RXFP1 antagonist, D1 potentiator, Glioma ERSR ind, Vif-A3G inh
CCOC(=O)CNC(=O)C1Cc2ccccc2CN1S(=O)(=O)c1cccs1 (stereo not given) is listed with -8%, -1, -4, -0.1%, 4, 2, 4, -5%, 1%
Nc1nc(Nc2ccc(Cl)cc2Cl)nc(C(F)(F)F)n1 is listed with 0%, -2, 17, -0.4%, 1, -13, -4, ?, -9%
Cc1ccc(NC(=O)C(C)N2C(=O)C3C4CC(C(Br)C4Br)C3C2=O)cc1 (stereo not given) is listed with 2%, 3, -2, 0.5%, -4, -8, 0, 0%, 1%
O=c1c2ccccc2[nH]c(=S)n1Cc1ccccc1Cl is listed with 0%, 1, -2, 5.2%, -7, -30, -1, -10%, -10%
O=C(COc1ccccc1)NCCSCc1ccc(Cl)cc1 is listed with -1%, 4, -13, 0.4%, -11, -5, -7, 5%, -1%

This is a subset, so the mix of outcomes need not match the whole.
